High-throughput results from PubChem BioAssay.
FAS-TE inh: FAS thioesterase (human) inhibition; recombinant FAS-TE, OMFH fluorogenic substrate, fluorescence endpoint; inhibition, % at 15 µM; 360,000 tested, 0.67% active; AID 602261;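 active = compounds whose normalised, plate-corrected inhibition of enzyme fluorescence in the single-dose primary screen is 50% or more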;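 note: 0% = DMSO with enzyme and 100% = substrate without enzyme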
E coli Lon inh: inhibits E. coli Lon protease; P0A9M0; purified E. coli Lon protease, fluorescence polarization; 360,000 tested, 0.42% active; AID 602123; inhibition, % at 7.94 µM; in the data active = inhibition above about 13%, passing the limit was not always enough;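 note: 0% = enzyme with probe and DMSO and 100% = no enzyme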
Target sequence (P0A9M0 whole entry, looked up): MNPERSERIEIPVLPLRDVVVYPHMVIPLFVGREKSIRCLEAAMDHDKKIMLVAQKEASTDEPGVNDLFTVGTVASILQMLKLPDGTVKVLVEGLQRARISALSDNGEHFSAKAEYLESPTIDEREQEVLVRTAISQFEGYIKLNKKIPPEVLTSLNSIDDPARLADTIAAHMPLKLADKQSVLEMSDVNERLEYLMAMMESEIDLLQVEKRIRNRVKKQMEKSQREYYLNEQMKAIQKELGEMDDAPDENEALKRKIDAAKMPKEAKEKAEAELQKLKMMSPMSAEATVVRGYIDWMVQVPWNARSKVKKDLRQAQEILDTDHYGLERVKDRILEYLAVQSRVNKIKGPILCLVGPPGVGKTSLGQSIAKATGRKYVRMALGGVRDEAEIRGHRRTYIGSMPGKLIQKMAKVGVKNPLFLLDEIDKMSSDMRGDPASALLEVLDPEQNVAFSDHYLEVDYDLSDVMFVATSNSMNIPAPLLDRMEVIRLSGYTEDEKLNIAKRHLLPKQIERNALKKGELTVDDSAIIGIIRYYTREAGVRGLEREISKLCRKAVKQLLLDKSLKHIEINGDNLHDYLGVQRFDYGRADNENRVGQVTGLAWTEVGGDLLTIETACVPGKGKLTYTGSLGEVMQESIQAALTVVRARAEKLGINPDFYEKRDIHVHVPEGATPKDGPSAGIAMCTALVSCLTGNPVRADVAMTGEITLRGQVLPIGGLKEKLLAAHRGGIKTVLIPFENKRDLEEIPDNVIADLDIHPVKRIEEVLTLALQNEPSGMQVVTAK
SKN-1 inh: inhibitors of C. elegans SKN-1; 360,000 tested, 0.49% active; inhibition, % at 21.8 µM; AID 624304; C. elegans VP596 Pgst-4::GFP/RFP ratio, acrylamide-induced, 24 h;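 active = interference check ratio from 0.5 to 1.5 plus GFP to RFP signal ratio inhibition reaching or exceeding a fixed threshold, cut at about 30% in these data, passing the limit was not always enough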; note: some compounds called inactive have numbers as strong as hits
MsrA act: activators of bovine methionine sulfoxide reductase A | purified bovine MsrA, absorbance read-out | activation, % at 10.6 µM | 360,000 tested, 0.3% active; in the data active = activation above about 7.5%;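 note: 0% = vehicle and 100% = reference activator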
CendR NRP1 mod: alters CendR peptide binding to human NRP-1. FAM-RPARPAR peptide binding to NRP-1, fluorescence polarization. inhibition, % at 25 µM. 360,000 tested, 0.85% active. AID 602438;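 active = inhibition or corrected inhibition above about 18%, plus a signal ratio from 0.5 to 1.5, limit read from the data, passing the limit was not always enough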; note: strong numbers were not always called active
MT1-MMP act inh: MT1-MMP (human) activation inhibition | P50281 | HT1080 RFP-PRO-GFP cells, GFP/RFP ratio fluorescence, overnight; percent of plate control window, DMSO zero | GFP/RFP ratio change, % at 20 µM | 360,000 tested, 0.061% active | AID 651647;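 active = GFP/RFP ratio change of at least 30% with cell ATP level not reduced by more than half and red fluorescence within 50% of control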; note: strong numbers were not always called active
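Test system: HT1080 RFP-PRO-GFP cells; Benchmarks: DMSO and RFP-L50D-GFP cell wells; Timing: cells overnight before dosing, compound overnight, 37 °C, 5% CO2; Compound: one 20 µM compound dose with 1% DMSO; Read-out: GFP/RFP fluorescence ratio.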
Rin1-Abl PPI inh: human Rin1-Abl interaction inhibition; inhibition, % at 7.35 µM; AID 588664; TR-FRET Rin1/Abl binding, biochemical; 360,000 tested, 0.4% active; P00519+Q13671; in the data active = inhibition above about 5%, passing the limit was not always enough
Neddyl block: inhibitors of human cullin neddylation; P61081+Q13564; TR-FRET cullin neddylation, biochemical; calls only at 25 µM; 360,000 tested, 0.58% active; AID 651699; in the data active = inhibition above about 36%
MsrA inhibitor: inhibits bovine methionine sulfoxide reductase A; inhibition, % at 15.5 µM; 360,000 tested, 0.75% active; purified bovine MsrA, absorbance read-out; in the data active = inhibition above about 4.5%;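 note: 0% = vehicle wells with enzyme and 100% = reference inhibitor wells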
An asterisk follows results filed as active; i = inactive; · = not tested or not shown; + = active, no number.

Start of the data: the first five compounds, to show the layout:
SMILES	FAS-TE inh	E coli Lon inh	SKN-1 inh	MsrA act	CendR NRP1 mod	MT1-MMP act inh	Rin1-Abl PPI inh	Neddyl block	MsrA inhibitor
O=C(CSCc1ccccc1Cl)NNC(=O)c1ccccc1	-5	5	-1	-2	-8	-6	-3	i	-2.0
Cc1cc(C)c(S(=O)(=O)NCc2ccccn2)cc1C	2	-1	3	-9	-3	8	0	i	0.6
COc1ccc(Br)cc1/C=N/n1c(COc2ccccc2)n[nH]c1=S	1	-5	-6	-2	-6	1	-2	i	0.9
CN1CCN(CC(=O)N(Cc2c(C#N)c3ccccc3n2C)c2ccccc2)CC1	-4	-10	-14	2	3	-5	-2	i	-0.1
COc1ccc(C(C)C)cc1-c1cc(C(=O)NCc2cc(C(F)(F)F)cc(C(F)(F)F)c2)[nH]n1	14	2	10	-2	4	-1	1	i	0.2

The list itself, from the first entry:
SMILES	FAS-TE inh	E coli Lon inh	SKN-1 inh	MsrA act	CendR NRP1 mod	MT1-MMP act inh	Rin1-Abl PPI inh	Neddyl block	MsrA inhibitor
O=C(CSCc1ccccc1Cl)NNC(=O)c1ccccc1	-5	5	-1	-2	-8	-6	-3	i	-2.0
Cc1cc(C)c(S(=O)(=O)NCc2ccccn2)cc1C	2	-1	3	-9	-3	8	0	i	0.6
COc1ccc(Br)cc1/C=N/n1c(COc2ccccc2)n[nH]c1=S	1	-5	-6	-2	-6	1	-2	i	0.9
CN1CCN(CC(=O)N(Cc2c(C#N)c3ccccc3n2C)c2ccccc2)CC1	-4	-10	-14	2	3	-5	-2	i	-0.1
COc1ccc(C(C)C)cc1-c1cc(C(=O)NCc2cc(C(F)(F)F)cc(C(F)(F)F)c2)[nH]n1	14	2	10	-2	4	-1	1	i	0.2
O=C(Nc1ccc(S(=O)(=O)Nc2nccs2)cc1)c1cccc(N2C(=O)c3ccccc3C2=O)c1	-2	2	13	-2	-52	1	0	i	0.9
Cc1cc(C)c(C#N)c(SCC(=O)N(CCC#N)c2ccc3c(c2)OCCO3)n1	9	8	15	-2	-4	-1	5	i	-1.1
COc1ccc(CC(=O)N2CCC(C)(C(=O)NS(=O)(=O)C3CC3)C2)cc1OC (centres undefined)	-8	-8	3	-2	-7	1	-1	i	-0.2
CCCN(CCC(=O)Nc1ccccc1F)CC1CC1	-8	-7	-10	-2	-4	-2	1	i	-0.8
Cc1cccc(NC(=O)CN(CCc2ccccc2)S(C)(=O)=O)c1	2	-6	12	1	8	5	2	i	0.8
CSc1ccccc1NC(=O)Cc1ccccc1	-2	-2	8	-2	2	-1	0	i	0.4
O=C(O)Cc1ccc(NC(=O)COc2ccc3ccccc3c2)cc1	0	0	4	4	2	0	-1	i	-0.1
Clc1nssc1=Nc1ccc(Br)cc1	-5	-3	94*	-9	9	1	3	i	0.3
COc1ccc(CCNC(=O)C2CCN(S(=O)(=O)N3CCC(C)CC3)CC2)cc1OC	-5	-1	7	3	1	4	0	i	-0.8
Cc1c(C(=O)N(C)C2CC(C)(C)NC(C)(C)C2)oc2c(F)cccc12	-4	3	10	-5	4	1	-2	i	0.6
COC(=O)C(c1ccccc1)C(C(=O)OC)c1ccccc1 (centres undefined)	-4	-8	-6	-1	0	-7	1	i	0.2
O=C(CCn1cnc2ccccc2c1=O)Nc1ccc(S(=O)(=O)N2CCCCC2)cc1	0	-3	-10	-10	1	-3	2	i	0.7
CC(NC(=O)CNC(=O)c1ccccc1F)c1ccc(-n2ccnc2)cc1 (centres undefined)	-6	-3	-5	-7	11	-4	5	i	1.6
O=C(NCCNC(=O)c1cc(F)cc(F)c1)c1cc(F)cc(F)c1	1	8	4	0	5	7	-1	i	-0.3
COc1ccc(CCN(C)C(=O)C2CCN(Cc3ccccc3)CC2)cc1OC	-11	8	-1	-1	12	3	1	i	0.5
CC(NC(=O)c1ccccc1F)c1nnc(SCC(=O)N2CCN(c3ccccc3)CC2)n1C (centres undefined)	-6	-5	-1	-1	2	5	4	i	-0.1
O=C(NCCCN1CCN(c2ccccc2F)CC1)C1CCN(S(=O)(=O)N2CCOCC2)CC1	-8	8	15	0	16	5	0	i	0.0
CC1=C([N+](=O)[O-])C(c2ccccc2Cl)NC(=O)N1 (centres undefined)	-5	6	3	-2	13	-4	2	i	1.3
CN(CC(=O)Nc1ccccc1Cl)C(=O)c1cc(=O)[nH]c2ccccc12	-2	-7	-7	-2	-10	1	-3	i	-0.7
O=C(O)C(Cc1ccccc1)N=Cc1c(O)c2ccccc2oc1=O (centres undefined)	-6	-3	3	-5	-10	-7	5	i	2.3

Overlap with the part before: two entries, then new ones.
SMILES	FAS-TE inh	E coli Lon inh	SKN-1 inh	MsrA act	CendR NRP1 mod	MT1-MMP act inh	Rin1-Abl PPI inh	Neddyl block	MsrA inhibitor
CN(CC(=O)Nc1ccccc1Cl)C(=O)c1cc(=O)[nH]c2ccccc12	-2	-7	-7	-2	-10	1	-3	i	-0.7
O=C(O)C(Cc1ccccc1)N=Cc1c(O)c2ccccc2oc1=O (centres undefined)	-6	-3	3	-5	-10	-7	5	i	2.3
C/C(=N\NC(=O)c1cc2c(s1)CCC(C)C2)c1cccnc1 (centres undefined)	19	0	5	-4	7	0	1	i	2.0
Cn1c(=O)n(C)c2cc([N+](=O)[O-])c(N3CCN(S(=O)(=O)c4ccccc4)CC3)cc21	-1	-9	-2	-1	-3	5	-6	i	2.6
N#C/C(=C\c1cccnc1)c1ccc([N+](=O)[O-])cc1	11	2	1	5	-10	1	-3	i	4.5
CC1CC(C)CN(C(C(=O)NC2CCCCC2)c2cc3ccccc3o2)C1 (centres undefined)	21	-9	-7	-10	-2	·	4	i	1.0
Cn1c(CN2CCOCC2)nnc1SCC(N)=O	-13	-8	12	-1	3	6	-4	i	0.3
CCOC(=O)C1CCCN(C(=O)c2cccc(S(=O)(=O)N(Cc3ccccc3)c3ccccc3OC)c2)C1 (centres undefined)	30	-1	7	5	9	5	0	i	1.1
O=C(NCCN1CCNCC1)c1ccccn1	-6	0	12	1	12	5	4	i	0.0
CCOc1ccc(S(=O)(=O)n2cc(F)c(=O)[nH]c2=O)cc1	-6	-3	-5	-2	0	2	1	i	-0.5
CCn1c(=O)c(C(=O)NNC(=O)c2ccccc2Cl)c(O)c2ccccc21	0	-9	8	-2	-4	4	1	i	0.3
CCOC(=O)c1ccc(CN2Cc3ccccc3C2=O)cc1	-3	-10	8	-8	-2	-1	5	i	-1.3
Cn1c(CNc2ccccc2)cc(=O)n(C)c1=O	-3	7	6	-3	0	5	3	i	0.6
C[n+]1ccccc1/C=C/c1ccccc1Cl	-3	10	13	-8	6	-7	-4	i	2.9
COc1ccc(-c2nnn(CC(=O)N(CC(=O)NC3CCCC3)c3cccc(C)c3)n2)cc1OC	2	-3	3	0	8	5	4	i	-0.4
O=C(NC(=S)Nc1nc(-c2ccc(Cl)cc2)cs1)c1cccs1	4	-4	-4	-1	-4	1	3	i	1.5
O=C1N(Cc2cccnc2)C[C@@H]2C[C@@H](c3cccc(OC4CCCC4)c3)N3CCC[C@@]123	1	-2	11	-7	-31	-6	4	i	-0.8
O=C(O)C1CC(c2ccccc2)=Nc2ccccc2S1 (centres undefined)	-3	-4	-8	-3	1	0	-3	i	-1.6
Nn1c(SCC(=O)Nc2cc(S(=O)(=O)N3CCOCC3)ccc2Cl)nnc1-c1cccnc1	-8	-7	1	-2	0	3	0	i	-1.6
O=C(NCc1ccco1)c1cnn2cccnc12	-4	5	-2	0	4	-4	0	i	0.9
COc1ccc2oc(C(=O)OCC(=O)N(C)c3ccccc3)c(C)c2c1	5	1	8	1	-45	1	-2	+	0.1
CC(=O)N1CCc2cc(Br)cc(S(=O)(=O)CCC(=O)Nc3c(C)n(C)n(-c4ccccc4)c3=O)c21	-2	-11	-4	-4	-7	-3	-2	i	-0.1
C[C@@H]1C=C(C(=O)N2CCN(Cc3ccc4c(c3)OCO4)CC2)O[C@H](OCCCCO)C1	-4	2	15	-3	2	1	-2	i	1.6
Cc1nn(-c2ccccc2)c2sc(C(=O)OCC(=O)N3CCCCC3)cc12	9	1	-2	-3	-8	-3	7	·	-1.1
COc1cc(C2CC(=O)Oc3ccc(C(C)(C)C)cc32)cc(OC)c1OC (centres undefined)	15	3	-8	-7	6	7	0	i	0.1
CCCOc1ccc(C(=O)N(CC(C)C)c2c(N)n(Cc3ccccc3)c(=O)[nH]c2=O)cc1	-13	-4	-11	-12	-6	1	1	i	0.3
Cc1ccc(S(=O)(=O)NNC(=O)Nc2ccc(C)c(C)c2)c(C)c1	0	-10	17	-3	3	1	-2	i	0.0
(continued)
SMILES	FAS-TE inh	E coli Lon inh	SKN-1 inh	MsrA act	CendR NRP1 mod	MT1-MMP act inh	Rin1-Abl PPI inh	Neddyl block	MsrA inhibitor
COc1ccc(/C=C(/NC(=O)c2ccccc2)C(=O)NCc2ccncc2)cc1	-1	-2	0	-12	0	-1	-1	i	2.9
CC[C@]12c3[nH]c4ccc(OC)cc4c3CCN1C(=O)C(CC(=O)NCCCN(C)C)C[C@@H]2C(=O)N1CCN(C(=O)C2CC2)CC1 (some centres undefined)	-11	8	7	-1	-1	1	-1	i	0.4
c1ccc(-n2ncc3c2ncn2nnnc32)cc1	-1	-6	16	0	-4	3	3	i	0.3
CCS(=O)(=O)N1Cc2ccccc2CC1C(=O)NCCc1c[nH]c2ccccc12 (centres undefined)	-1	-1	9	-3	-12	-2	3	i	0.5
COc1ccc([C@@H]2[C@@H]3C(=O)N(C(C)(C)C)C(=O)[C@@H]3[C@]3(Cc4ccc(Cl)cc4)C(=O)N(c4cccc(Br)c4)C(=O)N23)cc1	95*	-12	-12	-2	14	3	3	i	1.8
Oc1c(Br)cc(C2N=C(c3ccccc3Cl)NO2)cc1Br (centres undefined)	-4	0	12	-6	4	6	-2	i	2.8
CCS(=O)(=O)N1Cc2ccccc2CC1C(=O)Nc1nc2ccc(F)cc2s1 (centres undefined)	5	-13	17	-4	-17	7	-4	i	0.7
O=C1CCCN1CCCNS(=O)(=O)c1ccc(Br)s1	-2	-6	-20	-2	-9	2	2	i	0.5
COCCNc1nnc(SCC(=O)N(C)c2c(N)n(Cc3ccccc3)c(=O)[nH]c2=O)s1	-6	-6	18	-2	0	0	-2	i	1.4
Cc1ccc(NC(=O)Nc2ccc3oc(C)nc3c2)cc1	-4	0	5	-3	-3	1	2	i	-0.3
O=C(COC(=O)/C=C/c1ccc(F)cc1)Nc1ccccc1-c1ccccc1	17	-1	7	-2	1	2	1	i	-0.7
O=C1NC(c2ccc(-c3ccccc3[N+](=O)[O-])o2)C(C(=O)c2ccc(F)cc2)C(O)(C(F)(F)F)N1 (centres undefined)	8	4	11	-2	-5	3	-2	i	2.3
COCCNC(=O)C1CCC(Cn2c(=S)[nH]c3ccccc3c2=O)CC1 (centres undefined)	-1	2	-13	-8	0	6	0	i	0.5
Cc1ccc(NC(=O)COC(=O)CCNS(=O)(=O)c2ccc(C)c(C)c2)cc1	16	2	6	-4	3	1	0	i	-0.8
COC1=C(Nc2ccc(C)cc2)C(=O)c2ccccc2C1=O	5	3	9	-2	10	5	-8	i	-0.7
Cc1ccc(C(=O)c2c(NC(=O)CSc3nnc(N)s3)sc3c2CCCC3)cc1	12	-18	-13	-9	33*	1	3	i	-1.1
c1ccc(-c2ccccc2-n2cnnn2)cc1	-5	-3	-10	-3	6	1	-4	i	-0.4
COc1cccc(NC(=O)CSCc2cc(=O)n3nc(C4CC4)sc3n2)c1	-10	-20	15	-3	1	-1	-1	i	-1.1
O=C(CSc1nnnn1-c1cccnc1)Nc1ccccc1F	-3	-4	-6	-2	5	-5	5	i	-0.4
COc1ccc(NC(=O)CSc2nnnn2-c2ccc(F)cc2)cc1	0	2	2	-3	-7	-3	-5	i	0.0
O=C(Cc1c(F)cccc1Cl)N/N=C/c1cccs1	-1	0	1	-5	-1	1	-5	i	0.2
Cc1c(NC(=O)CN2C(=O)NC(C)(c3ccc(OC(F)F)cc3)C2=O)c(=O)n(-c2ccccc2)n1C (centres undefined)	-8	1	-10	-4	-6	0	4	i	0.0
CCOC(=O)/C(C(N)=NCc1ccco1)=C(/O)c1ccccc1	11	1	5	-3	9	13	4	i	-0.4
